ALOX12 inh – blocks human arachidonate 12S-lipoxygenase; Potency, µM (doses to about 108 µM), for the others: at the highest dose activity change, negative = inhibition, most hits filed as inhibitors; 580,000 compounds, 1.1% hits; purified 12hLO, xylenol orange hydroperoxide absorbance; P18054; AID 1671190; active means well fitted inhibition curve with a large enough effect; inconclusive means small, poorly fitted or top-dose-only effect, or another doubt; inactive means no such curve, though single readings can be large or run the other way
Target sequence (P18054 whole entry, looked up): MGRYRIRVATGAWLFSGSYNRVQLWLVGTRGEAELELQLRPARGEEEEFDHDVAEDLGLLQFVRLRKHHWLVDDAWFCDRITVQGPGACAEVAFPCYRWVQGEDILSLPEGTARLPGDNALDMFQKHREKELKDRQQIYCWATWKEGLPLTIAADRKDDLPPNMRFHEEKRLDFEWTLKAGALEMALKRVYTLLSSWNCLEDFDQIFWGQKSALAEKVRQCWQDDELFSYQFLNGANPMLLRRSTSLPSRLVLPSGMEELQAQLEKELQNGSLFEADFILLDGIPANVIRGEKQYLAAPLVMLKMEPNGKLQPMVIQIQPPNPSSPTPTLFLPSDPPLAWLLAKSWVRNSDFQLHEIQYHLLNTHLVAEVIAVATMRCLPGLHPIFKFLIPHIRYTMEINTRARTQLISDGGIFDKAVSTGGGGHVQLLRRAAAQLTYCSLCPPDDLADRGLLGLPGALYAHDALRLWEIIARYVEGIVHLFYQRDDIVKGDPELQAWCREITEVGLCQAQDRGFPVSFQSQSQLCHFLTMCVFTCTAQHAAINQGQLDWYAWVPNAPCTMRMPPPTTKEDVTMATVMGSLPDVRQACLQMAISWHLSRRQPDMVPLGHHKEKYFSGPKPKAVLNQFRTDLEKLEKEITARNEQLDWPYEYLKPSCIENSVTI
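Hydroperoxide product was detected by ferrous iron/xylenol orange as the 573 to 405 nm absorbance ratio. Arachidonic acid at 40 uM (final) was turned over for 30 min at room temperature by 150 nM human 12hLO, pH 7.0 Hepes buffer, after 15 min compound preincubation.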
* hit, by the source's call; ? = inconclusive; [ ] = remark or other dose. On the % scale 0 is the no-effect control and ±100 the full control effect; potency means the concentration at half of the fitted maximal effect. Not all compounds are listed; count on the stated rates, not on these rows.

ALOX12 inh | SMILES
48%[activator] | COc1ccc(-c2cc(N3CCC(NC(=O)c4cc(Cl)ccc4F)CC3)n[nH]2)cc1
33%[activator][176 µM] | Cc1ccc(C(=O)NC2CCCN(c3nc4ncccc4o3)C2)cc1 (stereo unspecified)
96% | COCC(=O)N1CCN(C2CCN(Cc3ccccn3)C2=O)CC1 (stereo unspecified)
6%[176 µM] | COc1ccc(C(=O)N[C@H](C)c2c(-c3ccc(F)cc3)noc2C(=O)O)cc1
7%[6.33 µM] | CN(C)C(=O)N1CCC2(CC1)CN(C(=O)c1ccnc(N)c1)Cc1ccccc1O2
-5% | COc1ccc(-c2noc(Nc3ccccc3)n2)cc1
12% | O=C(c1ccsc1)N1CCC(Nc2cccnc2)C1 (stereo unspecified)
38%[activator] | CN(Cc1ccccc1)C(=O)[C@H]1O[C@H](CCN2CCN(c3ccccc3)CC2)CC[C@@H]1O
-3% | Cc1ccc(C(=O)N2CCCn3cc(-c4ccccc4F)nc32)cn1
10%[6.33 µM] | N#Cc1cccc(CN2C3CCC2CN(C(=O)Nc2ccccc2F)C3)c1
37%[activator] | CNC(=O)[C@@H]1CN(C(=O)COc2cccc(C)c2)C[C@H]1CO
6% | O=C(NC1CCCCC1)N1CCC(N2CC3CC(C2)[C@H]2CCCC(=O)N2C3)CC1 (stereo partly specified)
27% | CN1C(=O)C(Cc2nc(-c3ccc4nc[nH]c4c3)no2)N(C)C1=O (stereo unspecified)
35%[activator] | CCOc1cc(=O)n2c(c1C(=O)Nc1ccccc1OC)CCCC2
-6% | Cc1ccc(C2Cn3nnc(C(=O)N4CCN(C(=O)c5cc(Cl)ccc5F)CC4)c3CO2)cc1 (stereo unspecified)
? | COc1ccccc1-c1nc(C(=O)NCc2ccc3c(c2)OCO3)n2ccncc12
75%[activator][176 µM] | COc1ccccc1-c1ccc2ncc(Nc3ccnc(N4CCOCC4)c3)n2n1
16% | COC[C@@H]1CN(c2cnccn2)C[C@H]1C(=O)NCc1c(C)n[nH]c1C
46% | CC(C)N1C(=O)C2(CCCC2)C1C(=O)NCCN1CCC(N2CCCCC2)CC1 (stereo unspecified)
55%[activator][176 µM] | CC(C)N1CC[C@H](c2nnc(-c3ccccc3F)o2)C1
50%[activator] | CS(=O)(=O)N1CCC(OC2CCN(C(=O)NC3CCCCC3)CC2)CC1
4%[176 µM] | CSc1c(Cl)c(Cl)c(Cl)c(Cl)c1Cl
14% | Cc1noc(-c2cn(C3CCCN(C(=O)c4ccc(Cl)cc4)C3)nn2)n1 (stereo unspecified)
26% | CCN(CC)C(=O)C(NC(=O)CC(C)C)C1CCN(C(=O)CCc2ccccc2)CC1 (stereo unspecified)
6% | C=CCCC1CN(Cc2ccc(OC)cc2)S(=O)(=O)c2c(F)cccc2O1 (stereo unspecified)
53% | CC1(C)C(=O)Nc2ccc(S(=O)(=O)N3CCC(c4noc(-c5cccnc5)n4)C3)cc21 (stereo unspecified)
? | O=C(c1ccoc1)N1CCCN(CCc2ccccc2)c2ccccc21
27% | CC(C)NC(=O)C1COC2(CCN(C(=O)C(C)(C)C)CC2)N1C(=O)c1ccc(F)cc1 (stereo unspecified)
29% | Cc1ccc(Cc2ccccc2C(=O)N2C[C@@H](C)[C@@](C)(O)C2)cc1
14%[176 µM] | C[C@]1(CO)[C@H]2Cc3sc(NC(=O)c4ccco4)nc3[C@@H](CC(=O)O)[C@]2(C)CC[C@H]1O
46%[activator] | Cc1ccn2c(C(=O)N3CCC4(CC3)Nc3ccccc3NC4=O)nnc2n1
10% | O=C(NCCCN1CCOCC1)c1c(OCC2CC2)cc(=O)n2c1CCCCC2
39%[activator][176 µM] | Cc1csc(NC(=O)c2nc3c(o2)CCN(CC2CCCC2)CC3)n1
8% | COc1cccc(C(=O)N2CCCN(c3cc(-c4ccc(Cl)cc4)[nH]n3)CC2)c1
22% | COc1ccc(C(=O)NCC2Cn3cccc3C(=O)N2Cc2ccccc2)cn1 (stereo unspecified)
43%[activator] | CCN1C(=O)C2CC3(CCN(C(=O)c4cc(C)n(C)n4)CC3)CN2C1=O (stereo unspecified)
2%[6.33 µM] | CC(C)NC(=O)N1CNC(=O)C12CCN(C(=O)Cc1ccc(O)cc1)CC2
7% | Cc1nccc(-c2ccccc2)c1C(=O)N(C)Cc1csc(C(C)C)n1
73%[activator][176 µM] | CC(C)NC(=O)N[C@H]1C[C@H]2C(=O)NC[C@@H](CCC(=O)NCc3ccccc3)N2C1
93%[activator] | Cc1cc(C)c2c(C(=O)N(C)Cc3nc(C)no3)cc(C)nc2c1
38% | COCCOC1CCN(C(=O)Cc2cccc(C)c2)CC1
26% | O=S(=O)(c1ccccc1C(F)(F)F)N1CC(c2nc(Cc3ccccc3)no2)C1
1%[57.4 µM] | CO[C@H]1C(=O)[C@]2(C)[C@@H](OC)C[C@H]3OC[C@@]3(OC(C)=O)[C@H]2[C@H](OC(=O)c2ccccc2)[C@]2(O)C[C@H](OC(=O)[C@H](O)[C@@H](NC(=O)OC(C)(C)C)c3ccccc3)C(C)=C1C2(C)C
24% | CC1CCC(NC(=O)C2CCN(C(=O)c3ncn4c3COC(c3ccc(Cl)cc3)C4)CC2)CC1 (stereo unspecified)
-2% | COC(=O)[C@]12C[C@H](CC(=O)NCc3cccc4ccccc34)C(=O)N(Cc3ccccc3)C1=C[C@H](C(C)C)O[C@@H]2C1CC1
1%[176 µM] | CN1C[C@@H](NC(=O)c2ccccn2)C[C@H]1c1nc(-c2ccc(Cl)cc2)no1
11% | COCCCNC(=O)N1C[C@@H](Oc2ccccc2)C[C@H]1C(=O)N1CCOCC1
18% | CC(C)N1C(=O)C(CC(=O)N(C)Cc2cccnc2)=C2CCCCC21 (stereo unspecified)
72%[activator] | O=C(c1cccc(C(F)(F)F)c1)N1CCCN(c2nnc3ccc(Cl)cn23)CC1
18%[176 µM] | COc1ccc(-c2nccc3c(=O)cc(N(C)C)oc23)cn1
-3%[176 µM] | C=CCNC(=O)N1CC[C@H]2CC(=O)N(C3CCCCC3)CC[C@H]2C1
23%[176 µM] | CN1C[C@H](NS(C)(=O)=O)CCC[C@@H](C(=O)N(C)Cc2cccnc2)CC1=O
28% | O=C(c1ccc(F)cc1)N1CCC(Cc2nc(C3CCOCC3)no2)CC1
-38% | CC(C)Oc1ccc(Nc2cc3c(cn2)cc(-c2cccnc2)n3C)cc1
-3% | COc1ccc(OC)c(CN2C(=O)CSCCC2(C)c2nnnn2C2CCCC2)c1 (stereo unspecified)
10%[12.5 µM] | CN1CCCC12Cc1ccccc1CN([S+](C)(=O)[O-])C2 (stereo unspecified)
? | O=C(c1nc(-c2ccc(F)cc2)c2cnccn12)N1CCOCC1
58%[activator][176 µM] | Cc1cc2nc(CO[C@H]3CN(C)C[C@H]3F)[nH]c2cc1C
9% | Cc1ccccc1N1CCN(C(=O)[C@@]23CCCC[C@H]2N(CCC(C)C)C(=O)CC3)CC1
3% | OC(Cc1ccccc1)c1ccc2c(c1)CN(Cc1ccc(OC(F)F)cc1)CCO2 (stereo unspecified)

5 records picked at random from those above, as already listed:
ALOX12 inh | SMILES
46%[activator] | Cc1ccn2c(C(=O)N3CCC4(CC3)Nc3ccccc3NC4=O)nnc2n1
26% | CCN(CC)C(=O)C(NC(=O)CC(C)C)C1CCN(C(=O)CCc2ccccc2)CC1 (stereo unspecified)
7%[6.33 µM] | CN(C)C(=O)N1CCC2(CC1)CN(C(=O)c1ccnc(N)c1)Cc1ccccc1O2
14% | Cc1noc(-c2cn(C3CCCN(C(=O)c4ccc(Cl)cc4)C3)nn2)n1 (stereo unspecified)
96% | COCC(=O)N1CCN(C2CCN(Cc3ccccn3)C2=O)CC1 (stereo unspecified)

More structures:
ALOX12 inh | SMILES
25% | CC1=C(C(=O)N(C)C)C(c2ccc(Cl)cc2)N2C(CC(=O)NCc3ccco3)=CSC2=N1 (stereo unspecified)
72%[activator] | COCCC1(NC(=O)c2cc(C)n(C)n2)CCN(C2CCOCC2)CC1
9% | CCC[C@@H]1CN(C(=O)CNS(=O)(=O)c2cccs2)C[C@H]1NC(C)=O
51%[activator] | CC(C)(C)C(=O)N1CCC2(CCCN(Cc3cccc(F)c3F)C2=O)C1 (stereo unspecified)
31%[activator] | Cc1nonc1CC(=O)NC1CC(=O)N(Cc2cccc3ccccc23)C1 (stereo unspecified)
24%[176 µM] | CC[C@H]1CN(C(=O)c2ccnc(Cl)c2)CC[C@H]1CC(=O)N1CCOCC1
7% | CCn1nc(C)c(-c2cc(C(=O)N3CCc4nc5cc(-c6ccccc6)[nH]n5c(=O)c4C3)no2)c1C
40%[activator] | O=C(CCC[C@@H]1[C@H]2CCCN3CCC[C@@H](CN1C(=O)c1cccnc1)[C@@H]23)NCCN1CCCCC1
21% | CCCN1C(=O)CCc2cc(NC(=O)NCCCOC)ccc21
8% | CNC(=O)N1CCC(Cc2nncn2C(C)C)C1 (stereo unspecified)
? | CCOC1=C2[C@H](c3ccccc3)N(S(=O)(=O)c3ccc(C)cc3)[C@H](C(C)C)[C@H]2C(C#N)(C#N)C(C#N)(C#N)C1
11%[176 µM] | COc1cccc(Nc2cc3c(cn2)NCCN(Cc2ccccc2)C3)c1
5% | Cc1ccc(OCC(O)CNc2nc(C)nc3c2c(C)nn3C)c(C)c1 (stereo unspecified)
11% | O=C1CCCN1CC1CCCN(Cc2cc(F)ccc2-n2cccn2)C1 (stereo unspecified)
13% | NC(=O)[C@H](Cc1ccc(O)cc1)NC(=O)C1=C[C@@H](NC(=O)Nc2ccc(OC(F)(F)F)cc2)[C@@H](O)[C@H](O)C1
55% | Cc1cn2nc(C(=O)Nc3ccc(F)cc3C)cc2c(N2CCSCC2)n1
-19% | CCC(C)Oc1ccccc1CNc1ncnc2c1c(C)nn2C (stereo unspecified)
42%[activator] | O=C(NC1C[C@H]2CC[C@@H](C1)N2C(=O)c1ccoc1)c1ccncc1 (stereo partly specified)
44%[activator][176 µM] | CN1C(=O)C2(CCN(Cc3ccsc3)C2)c2ccccc21 (stereo unspecified)
13% | CN(Cc1ccc(F)cc1)C(=O)c1cn(Cc2ccccc2C(F)(F)F)nn1
7% | O=C(CCC[C@@H]1[C@H]2CCCN3CCC[C@@H](CN1C(=O)c1cccnc1)[C@@H]23)N1CCCCC1
? | CC(C)c1ccc(CN2C(=O)C(n3cccc3)c3ccccc32)cc1 (stereo unspecified)
11% | Cc1cccc(N(C)C(=O)Cn2c(N3CCc4ccccc4C3)nc(C)cc2=O)c1
19% | COC(=O)[C@]12C[C@H](CC(=O)NCCc3ccccc3OC)C(=O)N(Cc3cccc4ccccc34)C1=C[C@H](C(C)C)O[C@@H]2C1CC1
4%[176 µM] | C=CCNC(=O)N1CC[C@H]2CC(=O)N(CCNC(C)=O)CC[C@H]2C1
25%[176 µM] | C#CCN(C)C[C@@H]1C=C(C)[C@H](Cc2nnc(-c3ccc(C)cc3)o2)C[C@H]1C(C)C
26% | O=C(c1ccn[nH]1)N1CCC(c2nc(CCOCC3CC3)no2)C1 (stereo unspecified)
40%[activator] | O=C(NC1C[C@H]2CC[C@@H](C1)N2C(=O)C1CCOCC1)c1ccc(F)cc1 (stereo partly specified)
18% | O=C1CC(c2ccccc2)N(Cc2ccncc2)CCCN(C(=O)CN2CCCC2=O)CCN1 (stereo unspecified)
25% | O=C(N[C@H]1CCOC[C@H]1C1CCOCC1)c1cc2ncccn2n1

A second format for some results above.
SMILES,ALOX12 inh
CN1C(=O)C2(CCN(Cc3ccsc3)C2)c2ccccc21 (stereo unspecified),44%[activator][176 µM]
O=C1CC(c2ccccc2)N(Cc2ccncc2)CCCN(C(=O)CN2CCCC2=O)CCN1 (stereo unspecified),18%
Cc1cn2nc(C(=O)Nc3ccc(F)cc3C)cc2c(N2CCSCC2)n1,55%

(listing goes on)
ALOX12 inh | SMILES
9%[176 µM] | O=C(Nc1ccc(Cl)cc1Cl)c1cccn2nccc12
? | CC1=C[C@@H](CNC(=O)CC2(CC(=O)O)CCCC2)[C@H](C(C)C)C[C@H]1Cc1nc2c(C)cccc2[nH]1
8% | COc1ccc(NC(=O)[C@@H]2C[C@@H](c3cccc(C(F)(F)F)c3)N(Cc3cnn(C)c3)C2)cc1
14% | COc1ccc(CC(=O)N2CCc3c(cnc(C)c3CNC(=O)c3ccc4c(c3)OCO4)C2)cc1
-12% | C[C@@]12CC[C@H]3O[C@H](COc4ccccc4)OC[C@@]3(C)C1CC[C@@H](O)C2CC(=O)N1CCCC1 (stereo partly specified)
? | CN1CC[C@H]2CN(C(=O)c3cnn(C)c3)C[C@@]2(C(=O)O)C1
40%[activator] | O=C(CC1CC1)N[C@@H]1CN(Cc2ccccc2)C[C@H]1CO
7%[6.33 µM] | O=C1NCC2(CCN(CC3CCCCC3)CC2)Oc2ccccc21
28% | O=C(Nc1cccc(Br)c1)N1CCC2(CC1)SCC(=O)N2Cc1ccccc1
37% | COc1cc(=O)n2c(c1C(=O)Nc1cc(C)ccc1C)CCCC2
1%[176 µM] | Cc1noc(C)c1-c1cc(-c2cccc(N[S+](C)(=O)[O-])c2)cn2cncc12
7%[22.9 µM] | CCC(=O)O[C@@H]1CC(=O)O[C@H](C)C/C=C/C=C/[C@@H](O)[C@H](C)C[C@H](CC=O)[C@H](OC2O[C@H](C)[C@@H](O[C@H]3C[C@@](C)(O)[C@@H](OC(=O)CC)[C@H](C)O3)[C@H](N(C)C)[C@H]2O)[C@H]1OC (stereo partly specified)
16% | NC(=O)C1(c2nc(COc3ccccc3)nn2-c2ccc3c(c2)OCO3)CC1
? | CC(C)CNC(=O)CC(c1ccc(F)cc1F)c1c[nH]c2ccccc12 (stereo unspecified)

Screening data deposited in PubChem BioAssay by National Center for Advancing Translational Sciences (NCATS).
